Screening results as filed in PubChem BioAssay.
HCMV antiviral: qHTS Assay for inhibitors of the human cytomegalovirus (HCMV); HFF cells, HCMV-luciferase reporter, 72 h; hits give low values; activity change, negative = inhibition, % at 57.5 µM; hit rate 4.5% among 410,000; in the data active means activity change below about -60%; inconclusive means no clear call, values can overlap the other calls; inactive means above about -39%
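Screen run at 2 compound doses on HFFs infected with reporter HCMV, MOI 1 PFU/cell. Luciferase activity from cell lysates at 72 h post infection gave inhibition relative to buffer-only and Salinomycin wells.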
AmpC inh detg: qHTS Inhibitors of AmpC Beta-Lactamase (assay with detergent); Potency, µM (highest dose often 114 µM), for inactives: at the top dose activity change, negative = inhibition, usual class: inhibitors; AID 485294, 2010; hit rate 0.041% among 370,000; P00811; AmpC hydrolysis of nitrocefin, absorbance 480 nm, 0.01% Triton;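 further: potency means the concentration at half of the fitted maximal effect; 0% = no-compound wells and -100% = no-enzyme wells; nearly all actives have a fitted effect of over 25% in size; some results filed as inactive show a strong effect at the top dose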
Target sequence (P00811 whole entry, looked up): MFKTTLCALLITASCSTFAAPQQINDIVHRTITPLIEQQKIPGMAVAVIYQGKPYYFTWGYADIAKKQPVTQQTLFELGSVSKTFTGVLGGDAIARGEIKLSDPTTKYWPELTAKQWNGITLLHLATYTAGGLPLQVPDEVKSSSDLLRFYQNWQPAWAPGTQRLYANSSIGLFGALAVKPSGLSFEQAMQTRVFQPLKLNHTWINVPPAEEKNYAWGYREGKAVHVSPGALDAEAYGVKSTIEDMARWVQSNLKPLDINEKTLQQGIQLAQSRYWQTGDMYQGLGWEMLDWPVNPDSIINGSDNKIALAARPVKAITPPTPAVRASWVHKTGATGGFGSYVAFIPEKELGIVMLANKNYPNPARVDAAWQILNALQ
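20 mM phosphate pH 7.0 + 0.01% (detergent screen) or 0.0001% Triton X-100; 5.3 nM AmpC reagent; cpd preinc 15 min RT; nitrocefin (800 uM stock) to start; A480 q20 s × 4 min; Activity was normalised to no-enzyme and no-compound control wells.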
AMA1-RON2 inh: qHTS for Inhibitors of AMA1-RON; Towards Development of Antimalarial Drug Lead: Primary Screen; Plasmodium falciparum AMA1 (3D7) - RON2 peptide interaction; AlphaScreen AMA1-biotinylated RON2 peptide binding; Potency, µM (doses to about 58.2 µM), for the others: at the highest dose activity change, negative = inhibition, usual class: inhibitors; hit rate 0.2% among 360,000; AID 720542, 2013;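 further: potency means the concentration at half of the fitted maximal effect; 0% = vehicle wells and -100% = peptide control; nearly all actives have a fitted effect of over 45% in size; some results filed as inactive show a strong effect at the top dose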
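AMA1 (3D7) with his tag at 25 nM final met compounds first, then biotinylated RON2 peptide at 25 nM; detection used donor plus acceptor beads, 10 µg/mL apiece, read by AlphaScreen after 30 min at room temperature.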
AmpC inh no detg: qHTS Inhibitors of AmpC Beta-Lactamase (assay without detergent); P00811; AmpC nitrocefin hydrolysis, absorbance 480 nm, 0.0001% Triton; Potency, µM (top dose mostly 57.1 µM), for inactives: top-dose activity change, negative = inhibition, most hits filed as inhibitors; hit rate 0.52% among 330,000;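 further: potency means the concentration at half of the fitted maximal effect; plate controls were no compound for no effect and no enzyme for full effect; nearly all actives have a fitted effect of over 20% in size; some results filed as inactive show a strong effect at the top dose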
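AmpC (5.3 nM in the dispensed reagent) in 20 mM phosphate pH 7.0 with 0.01% (detergent screen) or 0.0001% Triton X-100 was preincubated with compounds for 15 min at room temperature. Nitrocefin was then added from an 800 uM solution, and hydrolysis was followed at 480 nm.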
Sm TGR inh: qHTS Assay for the Inhibitors of Schistosoma Mansoni Peroxiredoxins; Schistosoma mansoni thioredoxin glutathione reductase (TGR), Q962Y6; Potency, µM (series often up to 114 µM), without a hit: at the highest dose activity change, negative = inhibition, usual class: inhibitors; hit rate 3% among 360,000; purified TGR, DTNB reduction, TNB absorbance 405 nm; further: potency means the concentration at half of the fitted maximal effect; nearly all actives have a fitted effect of over 60% in size
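TGR 20 nM + NADPH 100 uM (dispensed conc.), cpd preinc 15 min RT; start with NADPH (500 uM addition) then DTNB (15 mM addition). Kinetic TNB absorbance, 405 nm filter. Four-parameter Hill fit across titration.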
Giardia FBPA inh: qHTS Assay for Inhibitors of Fructose-1,6-bisphosphate Aldolase from Giardia Lamblia. purified Giardia FBPA. Potency, µM (doses to about 59.6 µM), without a hit: top-dose activity, negative = inhibition, actives largely listed as inhibitors. hit rate 0.71% among 290,000. AID 2451, 2010; further: potency means the concentration at half of the fitted maximal effect; nearly all actives have a fitted effect of over 55% in size
Target sequence (A8B2U2 whole entry, looked up): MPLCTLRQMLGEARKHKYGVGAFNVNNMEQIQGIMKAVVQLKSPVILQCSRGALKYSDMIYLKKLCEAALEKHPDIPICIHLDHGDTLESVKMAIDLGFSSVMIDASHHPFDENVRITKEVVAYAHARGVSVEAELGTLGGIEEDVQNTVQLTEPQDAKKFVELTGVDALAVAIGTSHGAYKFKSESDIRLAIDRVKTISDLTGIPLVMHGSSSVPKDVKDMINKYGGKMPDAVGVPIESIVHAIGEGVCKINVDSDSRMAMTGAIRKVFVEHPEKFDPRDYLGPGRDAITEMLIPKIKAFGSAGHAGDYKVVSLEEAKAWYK
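40 nM FBPA preincubated 10 min at RT with compound (up to 57.5 uM final), then substrate plus GAPDH/TPI/NAD/arsenate coupling and diaphorase/resazurin added. Fluorescence read after 20 min at RT, 525/598 nm.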
* hit, by the source's call; ? = inconclusive; nt = not tested or not shown; & = joins results of further samples; [ ] = another dose, or the depositor's remark. Unless noted, the call rests on the fitted dose curve; in most records, active means well fitted curve in the direction sought with a large enough effect; inconclusive means small, poorly fitted or top-dose-only effect, or another doubt; inactive means no such curve, though single readings can be large; an effect the other way counts as inactive or inconclusive. Unless noted, on the % scale 0 is the no-effect control and ±100 the full control effect. Outcome played no part in choosing rows; 7.8% or so of the library scored in one or more.

Under each structure – HCMV antiviral, AmpC inh detg, AMA1-RON2 inh, AmpC inh no detg, Sm TGR inh, Giardia FBPA inh
O=C1CCCc2c1nc(-c1ccc(F)cc1)n2O
    10.7, 3.3%, 0.0%, -8.5%, -2.0%, -5.1%
CC(=O)O[C@H]1CCC2C3CCC4=CC(=O)CCC4=C3C=C[C@@]21C (stereo partly specified)
    -10.9, 0.8%, -3.5%, 6.9%, 5.01µM*, -22.0%
Cc1ccc(OCC(=O)NCC2CCCO2)c(C)c1 (stereo unspecified)
    8.5, 5.1%, -5.4%, -6.4%, 8.2%, 2.5%
CCOCCOC(=O)C(C)Oc1ccc(Oc2ncc(Cl)cc2Cl)cc1 (stereo unspecified)
    2.6, -2.1%, 15.1%, 116.1%[activator], -5.0%, 2.6%
O=C(NN=C1CCCC1)c1ccn[nH]1
    31.3, -6.7%, 68.5%[activator], -10.9%, 0.6%, -0.2%
COc1ccc(C(=O)Cn2c(N3CCOCC3)nc3c2c(=O)n(C)c(=O)n3C)cc1
    nt, -4.4%, nt, -39.1%, -3.3%, -1.7%
CSCCC(NC(=O)C1CCCC1)c1nnc2ccccn12 (stereo unspecified)
    ?, -10.7%, -5.2%, -11.6%, -0.9%, 3.2%
COc1cc2c(cc1OC)C(COc1ccccc1OC)N(C(C)=O)CC2 (stereo unspecified)
    23.6, ?, -4.7%, 49.2%, -6.1%, 3.8%
CC(C)(C)NS(=O)(=O)c1cc(C(=O)O)ccc1Cl
    ?, -10.2%, 2.6%, -16.9%, -0.1%, 10.3%
O=C(NC(NCc1ccccn1)(C(F)(F)F)C(F)(F)F)c1ccco1
    7.1, -5.9%, -14.3%, -1.8%, -35.9%, 6.0%
CC(=O)C1=C(O)C(=O)N(CCc2c[nH]c3ccccc23)C1c1ccc(O)cc1 (stereo unspecified)
    -31.2, 2.9%, 0.2%, -32.9%, -20.3%, -7.9%
Cc1ccc(NS(=O)(=O)c2cc(C(=O)N3CCN(CCO)CC3)ccc2C)cc1
    -13.6, 2.5%, -19.2%, -0.8%, 6.9%, nt
COc1cccc(-c2c(NC(C)=O)n(C)c3ccccc3c2=O)c1
    12.2, 4.1%, -4.9%, -10.8%, 35.6%, -5.0%
Cc1cc(-c2csc(N)n2)c(C)n1Cc1ccco1
    -29.6, 2.7%, -14.5%, -27.2%, -29.1%, -20.1%
Cc1nccn1CCC(=O)Nc1ccc(Cl)cc1
    -22.3, 2.6%, -11.1%, -13.8%, 4.1%, 6.7%
O=C1CCN(CCc2ccccc2)CCN1CCSc1ccccc1
    15.3, -15.5%, 9.3%, 142.3%[activator], -11.5%, -11.6%
Cc1ccc(NC(=O)Cn2cc(S(=O)(=O)c3ccc(F)cc3)c(=O)c3cc4c(cc32)OCO4)cc1
    -3.6, ?, nt, nt, -6.6%, nt
CCCCN(C)C(=O)c1sc2ncn(CC)c(=O)c2c1C
    11.5, -3.7%, 1.0%, nt, 0.5%, -2.5%
COc1cccc(N2CCN(c3ncnc4c3c(-c3ccccc3)cn4-c3cccc(C(F)(F)F)c3)CC2)c1
    -28.9, -0.7%, nt, nt, 6.2%, nt
Cc1oc(-c2ccc(Cl)cc2)nc1CS(=O)CC(=O)NCc1ccccc1 (stereo unspecified)
    -27.6, -1.4%, -10.8%, 108.5%[activator], 0.0%, nt

Next section, overlapping the part above by three compounds.
Under each structure – HCMV antiviral, AmpC inh detg, AMA1-RON2 inh, AmpC inh no detg, Sm TGR inh, Giardia FBPA inh
CCCCN(C)C(=O)c1sc2ncn(CC)c(=O)c2c1C
    11.5, -3.7%, 1.0%, nt, 0.5%, -2.5%
COc1cccc(N2CCN(c3ncnc4c3c(-c3ccccc3)cn4-c3cccc(C(F)(F)F)c3)CC2)c1
    -28.9, -0.7%, nt, nt, 6.2%, nt
Cc1oc(-c2ccc(Cl)cc2)nc1CS(=O)CC(=O)NCc1ccccc1 (stereo unspecified)
    -27.6, -1.4%, -10.8%, 108.5%[activator], 0.0%, nt
COc1ccccc1C(=O)Nc1ccc(Cc2ccncc2)cc1
    -2.7, ?, 0.0%, -15.0%, -31.1%, -6.5%
Nc1nc(SCC(=O)N2CCCc3ccccc32)n(-c2ccccc2)n1
    -26.7, ?, -4.8%, -11.3%, -1.0%, -2.9%
O=C(NCc1cccc(Cl)c1)c1c2c(nc3ccccc13)C(=O)N(C1CCCCC1)C2
    36.3, 12.5%, nt, nt, 0.1%, nt
COc1cccc(C(C)NC(=O)Cc2cccs2)c1 (stereo unspecified)
    6.0, -3.4%, -20.7%, -17.3%, 9.6%, -7.0%
N#Cc1cc(C(=O)c2ccccc2OCC(=O)Nc2ccccc2Cl)cn(C2CCCCC2)c1=O
    -25.2, ?, 1.7%, -2.9%, 0.4%, 0.1%
O=C(Nc1nc(-c2ccccn2)cs1)c1ccc(-c2ccccc2F)o1
    -70.2*, -3.5%, 44.6%[activator], 37.1%, 25.1µM*, nt
Cc1nnc(SCC(=O)NC2CC2)n1-c1ccccc1
    12.6, -0.5%, 13.7%, -14.8%, -9.0%, nt
Cc1ccc(NC(=O)C2CCN(S(=O)(=O)c3c(C)noc3C)CC2)cc1C
    ?, 4.3%&11.5%, -3.9%, -0.8%, 20.3%&6.8%, 4.3%
COc1ccc(Nc2nnc(-c3ccc(C)c(S(=O)(=O)N4CCN(C)CC4)c3)c3ccccc23)cc1
    -99.1*, 8.1%, nt, nt, 5.8%, nt
C=CCn1c(N)c(C(=O)NCCC2=CCCCC2)sc1=S
    50.7, ?, -11.1%, -26.8%, -2.7%, 7.3%
O=C(Nc1cccnc1)c1ccc(Cl)c(Cl)c1
    -7.7, -2.5%, 11.4%, -23.2%, 3.6%, 4.5%
Cc1nc(-c2ccc(S(=O)(=O)Oc3ccccc3Cl)s2)cs1
    -31.3, 0.0%, -0.9%, -46.4%, -1.6%, -11.1%
COc1ccc(N2C(=O)C3C(C2=O)C2C=CC3C23CC3)c([N+](=O)[O-])c1 (stereo unspecified)
    7.3, -4.0%, 3.3%, -0.2%, 0.4%, -5.3%
CN(C)C(=O)CSc1nnc(NC(=O)CCc2ccccc2)s1
    25.4, ?, 17.2%, -8.5%, 20.0%, 0.1%
Cn1c(Cn2c(=O)sc3ccccc32)nnc1SCC(=O)N1CCCc2ccccc21
    20.9, 1.9%, -5.3%, 10.3%, 3.6%, -6.6%
O=C(Cn1nnc(-c2ccccc2)n1)NCc1ccccc1
    5.7, -3.7%, 1.6%, -21.0%, -5.6%, 6.5%
O=C(Nc1ccc(Cl)c(Cl)c1)N1CCC(N2CCCCC2)CC1
    21.1, 2.8%, -2.9%, -18.1%, -17.9%, 2.0%
Cc1ccc(NC(=O)CSCc2ccc(F)cc2)cc1
    -17.9, -11.3%, 20.6%, -10.8%, -4.4%, -1.5%
O=C(COc1ccc(S(=O)(=O)N2CCOCC2)cc1)NC1CC1
    19.0, -7.8%, 0.5%, -4.3%, 0.5%, -0.7%
Cc1cccc(NC(=S)NCC(C)CSc2ccc(Cl)cc2)c1 (stereo unspecified)
    -31.8, 8.5%, 56.9%[activator], -25.8%, 21.3%, -0.8%

Other records follow:
canonical_smiles | HCMV antiviral | AmpC inh detg | AMA1-RON2 inh | AmpC inh no detg | Sm TGR inh | Giardia FBPA inh
COc1ccc(NC(=O)NCc2cccnc2)cc1 | -5.0 | 4.7% | 5.1% | -8.3% | 0.0% | nt
COc1ccc(NC(=O)C(CC(=O)O)C(C)c2ccccc2)cc1 (stereo unspecified) | ? | 8.3% | 4.1% | -10.4% | 7.1% | -6.6%
N#C/C(=C\c1ccc(-c2ccc(Br)cc2)o1)C(=O)Nc1ccccc1O | -7.3 | 2.5% | nt | nt | -2.3% | nt
Cc1cccc(N2CCN(C(=S)c3ccccc3)CC2)c1 | -26.9 | 3.8% | ? | ? | -10.6% | ?
CCn1nnc2cc(C(=O)Nc3cc(S(C)(=O)=O)ccc3Cl)ccc21 | 11.5 | ? | -0.3% | -10.6% | -7.7% | 1.6%
CCc1ccc(NC(=O)CSCc2nc(N)nc(Nc3ccccc3CC)n2)cc1 | -36.8 | -10.3% | 0.6% | 0.0% | -11.6% | 1.4%
Cc1cc(C)cc(OCCNC(=O)c2cc(S(=O)(=O)N3CCOCC3)ccc2F)c1 | -26.0 | -13.1% | -18.8% | 93.8%[activator] | -11.5% | -2.2%
O=C(c1ccc([N+](=O)[O-])s1)N1CCc2ccccc2C1 | -26.2 | 0.7% | -11.3% | -18.6% | ? | -1.2%
N/C(=N\OC(=O)c1cccc(Cl)c1)c1ccccn1 | 9.0 | -14.8% | 45.5%[activator] | -19.3% | -1.1% | -1.4%
Cn1nnnc1SCC(=O)NC1CCCc2ccccc21 (stereo unspecified) | -9.7 | 0.0% | 12.1% | -2.6% | -6.1% | 0.4%
CCC(=O)NCCNc1ccc([N+](=O)[O-])cn1 | nt | -11.1% | nt | -13.2% | -1.1% | 3.1%
Cc1ccc(CN2CCC(CNC(=O)Nc3cccc(Cl)c3C)C2)cc1 (stereo unspecified) | -35.5 | 20.1% | nt | nt | -5.0% | nt
Cc1ccc(NC(=S)N2CCCCC2CO)cc1C (stereo unspecified) | 10.0 | -5.6% | -1.0% | -20.9% | 14.4% | -7.5%
O=C(c1ccc(Br)o1)N(Cc1ccccc1)c1ccccn1 | -8.7 | -7.8% | ? | -9.3% | -7.4% | -7.3%
CCOc1ccc(C(=O)/C=C/Nc2ccc(S(=O)(=O)Nc3onc(C)c3C)cc2)cc1 | 33.7 | 7.1% | -11.0% | -38.7% | 2.7% | 11.9%
CCCn1c(=O)c(C#N)cn(C2CC2)c1=O | 0.4 | -4.4% | 14.8% | -13.2% | 1.2% | -4.6%
COc1ccc(C2=NN(C(=O)CSc3cn(C)c4ccccc34)C(c3ccc(OC)cc3)C2)cc1 (stereo unspecified) | ? | ? | -20.0% | 1.58µM* | 1.4% | -4.8%
COC(=O)c1ccc(-c2ncc(-c3cccc4ccccc34)o2)cc1 | 186.8 | -6.4% | -0.3% | 51.0% | 0.3% | -1.0%
Cc1ccc(C23CC4CC(CC(C(=O)N5CCOCC5)(C4)C2)C3)cc1 | ? | ? | -1.5% | 119.5%[activator] | -4.6% | -0.2%
O=C(CCc1ccccc1)Nc1ccc2c(c1)OCCO2 | 71.0 | ? | -2.8% | -25.9% | -3.3% | -0.9%
